NPSR antagonist: neuropeptide S receptor (human) antagonism, cAMP | Q6W5P4 | CHO-NPSR cells, cAMP TR-FRET, antagonist mode | Potency, µM (doses to about 38.3 µM), for the others: top-dose activity change, negative = inhibition, usual class: inhibitors | 220,000 tested, 1% active; note: % is set by controls: 0 for no effect and ±100 for the full control effect; nearly all actives have a fitted effect of over 50% in size; many of its hits are not listed in these tables
Target sequence (Q6W5P4 whole entry, looked up): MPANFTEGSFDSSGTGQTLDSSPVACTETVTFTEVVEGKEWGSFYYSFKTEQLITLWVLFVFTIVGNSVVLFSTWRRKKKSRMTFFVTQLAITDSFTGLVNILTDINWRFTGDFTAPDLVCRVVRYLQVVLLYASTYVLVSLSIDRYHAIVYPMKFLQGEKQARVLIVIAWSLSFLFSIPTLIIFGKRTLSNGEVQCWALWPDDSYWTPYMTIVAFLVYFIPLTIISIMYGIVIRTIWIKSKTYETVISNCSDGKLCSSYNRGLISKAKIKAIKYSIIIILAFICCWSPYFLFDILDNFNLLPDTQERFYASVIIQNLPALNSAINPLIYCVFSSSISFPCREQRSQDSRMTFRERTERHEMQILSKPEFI
ALDH1A1 block: ALDH1A1 (human) enzyme inhibition; P00352; Purified ALDH1A1, NADH fluorescence, propionaldehyde substrate; Potency, µM (titrated, usually from 75.3 µM), for inactives: at the highest dose activity, negative = inhibition, actives largely listed as inhibitors; 220,000 tested, 7.3% active; active = well fitted inhibition curve with a large enough effect, not every such curve was filed as active; inconclusive = small, poorly fitted or top-dose-only effect, or another doubt; inactive = no such curve, though single readings can be large or run the other way;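 note: plate controls were no enzyme wells and a reference inhibitor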
Epigenetic derep: derepresses silenced GFP reporter in murine cells; murine LDR cells, GFP reporter derepression, 30 h; AID 1865; Potency, µM (doses to about 53.9 µM), for the others: at the highest dose GFP activation, usual class: activators; 280,000 tested, 0.2% active; note: % of control where 0% means no effect; nearly all actives have a fitted effect of over 60% in size
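Reporter derepression read as number of fluorescent GFP-positive objects, 20-120 um in size, counted by laser-scanning cytometer. Mouse LDR line with an epigenetically silenced CMV-GFP locus; compound incubation 30 h, 37 C.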
GAA spleen mod: inhibits or activates alpha-glucosidase in human spleen homogenate; 240,000 tested, 0.006% active; P10253; Potency, µM (doses to about 79.9 µM), without a hit: at the top dose activity change, negative = inhibition, hits mostly inhibitors; AID 2112; human spleen homogenate, 4-MU-alpha-glucoside fluorescence;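 note: 0% = enzyme with vehicle and -100% = no enzyme basal signal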
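Human spleen homogenate (1 ug) with 4-methylumbelliferyl-alpha-D-glucopyranoside (1 mM final) in 50 mM citrate/phosphate pH 5.0, 0.01% Tween-20; 40 min at 37 C. Stopped at pH 10; 4-MU fluorescence Ex 365/Em 440 nm; AC50 by Hill fit.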
GAA glycogen: GAA glycogen-cleavage inhibition or activation. P10253. recombinant GAA, glycogen substrate, Amplex Red glucose oxidase fluorescence. Potency, µM (highest dose often 76.4 µM), inactives show at the top dose activity change, negative = inhibition, hits mostly inhibitors. 300,000 tested, 0.38% active. AID 2100;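 note: 0% = full enzyme reaction and -100% = no-enzyme basal signal; the screen sought inhibitors and activators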
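Recombinant human alpha-glucosidase (4 nM final) hydrolysed bovine liver glycogen (30 ug) for 40 min at 37 C in pH 5.0 citrate/phosphate with 0.01% Tween-20. Released glucose detected by glucose oxidase/Amplex Red, Ex 573/Em 610 nm. Compounds up to 77 uM; AC50 from Hill fits.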
Tau fluor counter: counter-screen for tau fibril formation inhibitors | tau K18 P301L (four-repeat tau fragment) Alexa594 fluorescence, heparin fibrillization | Potency, µM (doses to about 57.7 µM), inactives show top-dose activity change, negative = decrease | 280,000 tested, 0.93% active; note: % is set by controls: 0 for no effect and ±100 for the full control effect; nearly all actives have a fitted effect of over 55% in size
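Human K18 P301L tau (15 uM unlabeled plus 0.24 uM Alexa 594-labeled, final) in 100 mM sodium acetate pH 7 was mixed with compound and 20 uM heparin and incubated 6 hr at 37 C.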
GAA inhib: blocks human lysosomal alpha-glucosidase; 200,000 tested, 0.005% active; Potency, µM (doses to about 76.9 µM), for the others: at the highest dose activity change, negative = inhibition, actives largely listed as inhibitors; AID 1466; purified human GAA, 4-MU-alpha-glucoside fluorescence;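 note: plate controls were uninhibited enzyme wells for no effect and no-enzyme background for full effect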
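Human alpha-glucosidase, 4 nM, pre-mixed with test compounds before 400 uM 4-methylumbelliferyl substrate; 20 min room temperature at pH 5.0. Fluorescence read after pH 10 stop; AC50 values from Hill-equation fits.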
GLA spleen mod: inhibitors or activators of human alpha-galactosidase in spleen homogenate; 240,000 tested, 0.008% active; Potency, µM (doses to about 80 µM), without a hit: top-dose activity change, negative = inhibition, actives largely listed as inhibitors; human spleen homogenate, 4MU-alpha-Gal fluorescence, 40 min; P06280;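 note: 0% = enzyme with vehicle and -100% = no enzyme basal signal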
Target sequence (P06280 32-429 limits assumed): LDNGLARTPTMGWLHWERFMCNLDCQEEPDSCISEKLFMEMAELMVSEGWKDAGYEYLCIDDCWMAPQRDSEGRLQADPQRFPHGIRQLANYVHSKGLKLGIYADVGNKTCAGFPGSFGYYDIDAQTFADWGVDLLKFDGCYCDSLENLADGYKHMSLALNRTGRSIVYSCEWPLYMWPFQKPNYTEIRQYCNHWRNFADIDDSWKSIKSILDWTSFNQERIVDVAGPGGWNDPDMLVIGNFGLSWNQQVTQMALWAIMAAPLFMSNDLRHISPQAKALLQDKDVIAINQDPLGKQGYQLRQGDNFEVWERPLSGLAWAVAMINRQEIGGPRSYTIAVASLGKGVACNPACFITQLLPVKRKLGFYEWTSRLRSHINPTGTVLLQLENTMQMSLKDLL
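Spleen homogenate 1 ug + cpd (titration) + 4-MU-alpha-D-galactopyranoside 1 mM; 37C 40 min; 50 mM citrate/phosphate pH 5.0, 0.01% Tween-20; stop pH 10; fluorescence 365/440; AC50 via Hill.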
* = called active by the depositor; ? = inconclusive; . = not tested or not shown; [ ] = dose if it differs, or a comment. Unless noted, calls come from the whole dose curve; as a rule, active = well fitted curve in the direction sought with a large enough effect; inconclusive = small, poorly fitted or top-dose-only effect, or another doubt; inactive = no such curve, though single readings can be large; an effect the other way counts as inactive or inconclusive. Potency is the fitted concentration of half-maximal effect. These rows are one share of the data (hit frequency here may not be typical).

Start of the data: the first 4 entries as a preview:
compound | NPSR antagonist | ALDH1A1 block | Epigenetic derep | GAA spleen mod | GAA glycogen | Tau fluor counter | GAA inhib | GLA spleen mod
COc1ccc(/C(O)=C2/C(=O)C(=O)N(CCN(C)C)C2c2ccc(C)cc2)cc1Cl (configuration not stated) | 19%[46.1 µM] | 5% | 3.3% | -7% | -6% | -3% | -6% | -1%
O=C1CCCc2nc3nc4ccccc4n3cc21 | ? | ? | -6.5% | -6% | -15% | -11% | -17% | 5%
COCCNC(=O)c1cc2nc(-c3ccc(F)cc3)cc(C(F)(F)F)n2n1 | 3% | -7% | 0.5% | 0% | 15% | 0% | ? | -7%
O=C(Nc1ccccc1)Nc1ccccc1-n1ccnc1 | 4% | 3% | -0.8%[10.1 µM] | -15% | -9% | -3% | 7% | 3%

The listing, from the start:
compound | NPSR antagonist | ALDH1A1 block | Epigenetic derep | GAA spleen mod | GAA glycogen | Tau fluor counter | GAA inhib | GLA spleen mod
COc1ccc(/C(O)=C2/C(=O)C(=O)N(CCN(C)C)C2c2ccc(C)cc2)cc1Cl (configuration not stated) | 19%[46.1 µM] | 5% | 3.3% | -7% | -6% | -3% | -6% | -1%
O=C1CCCc2nc3nc4ccccc4n3cc21 | ? | ? | -6.5% | -6% | -15% | -11% | -17% | 5%
COCCNC(=O)c1cc2nc(-c3ccc(F)cc3)cc(C(F)(F)F)n2n1 | 3% | -7% | 0.5% | 0% | 15% | 0% | ? | -7%
O=C(Nc1ccccc1)Nc1ccccc1-n1ccnc1 | 4% | 3% | -0.8%[10.1 µM] | -15% | -9% | -3% | 7% | 3%
O=C(Nc1nc2n(n1)C(c1ccc(F)cc1)CC(c1ccccc1)N2)c1ccco1 (configuration not stated) | 17% | 1% | -0.2% | -2% | 1% | -11% | -3% | -5%
CCOC(=O)c1cc(-c2csc(COc3ccccc3)n2)on1 | -9% | -7% | -0.7% | -2% | 6% | -15% | 3% | 0%
Cc1ccc(/C=C/C(=O)Nc2cccnc2)o1 | -36% | 10µM* | -2.0% | -3% | -8% | 2% | 3% | 1%
CCN(CC)CCCNC(=O)C1c2ccccc2Oc2ccccc21 | 19%[46.1 µM] | 18% | -7.2% | -14% | 0% | -11% | -12% | -5%
Cc1nc(NCc2cccnc2)c2c3c(sc2n1)CCCC3 | 19% | -11% | 0.1% | 0% | 7% | -9% | 1% | -3%
Cc1c(NC2=C(Cl)C(=O)N(c3ccccc3Cl)C2=O)c(=O)n(-c2ccccc2)n1C | -26% | 35µM* | -6.9% | 4% | 0% | -10% | -4% | 10%
Cc1ccc(C)c(NC(=O)C(=O)NCCc2c[nH]c3ccccc23)c1 | -8% | -5% | -1.1% | 0% | 14% | ? | -10% | 0%
COc1ccccc1OCCNC(=O)C(c1ccccc1)c1ccccc1 | -14% | . | -2.3% | 3% | 3% | -8% | . | -2%
COC(=O)C1=NNC2(c3ccc(C)cc3)C(=O)N(c3ccc(C)cc3)C(=O)C12 (configuration not stated) | 10% | -2% | -0.1% | 1% | 11% | -8% | 13% | -2%
Clc1ccccc1OCCN1CCC(Cc2ccccc2)CC1 | -57% | ? | -5.8% | -2% | 10% | -9% | -2% | 0%
c1ccc(Cn2c(Sc3nnnn3-c3ccccc3)nnc2-c2ccccc2)cc1 | -18%[46.1 µM] | ? | 0.0% | -3% | 4% | -5% | 2% | 7%
C=CCn1c(NCc2c[nH]c3ccccc23)nc2ccccc21 | -2% | 11% | 2.0% | -1% | 2% | ? | -2% | 0%
O=C(NNC1=NCCC1)c1cccc(Br)c1 | 0%[46.1 µM] | 5% | 2.6% | -9% | -3% | -6% | -4% | -1%
O=C(Cn1cnc2ccccc2c1=O)Nc1ccc(S(=O)(=O)N2CCCC2)cc1 | -4% | 5% | -1.3% | -15% | -17% | -14% | -4% | -4%
Cc1cccc(C(=O)NCCc2ccc(S(N)(=O)=O)cc2)c1[N+](=O)[O-] | 4% | 24% | 0.0% | -6% | 5% | 4% | 9% | -10%
COc1ccccc1/C(O)=C(\C#N)c1nc2ccccc2[nH]1 | 1% | ? | -4.0% | -1% | -8% | -7% | -4% | -12%
CCn1c2c(c3cc(Br)ccc31)CCC/C2=N\O | 22%[46.1 µM] | -12% | -0.7% | -1% | -1% | ? | 2% | -9%
Cc1ccc(NC(=O)CN2C(=O)N/C(=C/c3ccco3)C2=O)cc1 | -13%[46.1 µM] | 25µM* | 2.5% | -12% | 14% | -24% | -9% | -18%
Cc1ccc(C)c(C(=O)CN2C(=O)c3ccccc3S2(=O)=O)c1 | -6%[46.1 µM] | ? | -0.9% | 1% | 5% | -4% | 5% | 6%
S=C1NCCNC(=S)NCCOCCOCCOCCN1 | 14% | 4% | -3.5% | -15% | 4% | -5% | 7% | -7%
CN1CCN(Cc2c(C#N)c3ccccc3n2C)CC1 | -19%[46.1 µM] | 3% | -1.7% | 1% | -6% | -3% | 2% | 5%
CCOC(=O)C1C(c2cccc([N+](=O)[O-])c2)C2C(=O)NN=C2CC1(C)O (configuration not stated) | 16% | 2% | 0.9% | -4% | -22% | -6% | 3% | 0%
O=C(NCCCn1ccnc1)/C(=C\c1cccnc1)NC(=O)c1ccccc1Br | 17% | 10% | 0.0% | 6% | -10% | 12% | 5% | -3%
COCCNC(=O)C1Cc2c(ccc3ccccc23)O1 (configuration not stated) | 8% | ? | -0.7%[10.1 µM] | -4% | -4% | 4% | 9% | -6%
CCOC(=O)N1CCN(C(=O)C2CCN(Cc3nc(-c4ccccc4C)oc3C)CC2)CC1 | 1%[46.1 µM] | 12% | -1.0% | 2% | 20% | -17% | -1% | 3%
CCS(=O)(=O)N1CCN(c2ccccc2F)CC1 | -3%[46.1 µM] | 1% | -2.1% | -3% | -5% | 4% | -8% | 1%
Cc1ccc(N/C(N)=N/c2nc(C(F)(F)F)cc(C(F)(F)F)n2)cc1 | -8% | 6% | 2.8% | -15% | -4% | -5% | -8% | 16%
O=[N+]([O-])c1cccnc1SCc1c(F)cccc1Cl | 10% | 7% | -0.7% | 5% | 8% | ? | 8% | 0%
CCOc1cc(NC(=S)Nc2cccc(OC)c2)c(OCC)cc1NC(=O)c1ccc(C)cc1 | -8%[46.1 µM] | ? | -1.3% | -6% | -12% | ? | 2% | -11%
CCOc1ccc(C(C)=O)cc1CN1C(=O)NC(C)(C2CC2)C1=O (configuration not stated) | -13% | ? | -0.4% | -1% | 4% | 5% | 4% | -3%
CN(C)/C=C/C(=O)c1cccc(C(F)(F)F)c1 | 9% | ? | 1.1% | . | -7% | -5% | -8% | -10%
CN(Cc1n[nH]c(=S)n1C)S(=O)(=O)c1ccccc1 | -7%[46.1 µM] | -2% | -2.1% | -16% | -5% | 4% | 4% | 7%
O=C(Nc1ccc(Cl)cc1F)c1cc(S(=O)(=O)N2CCCCC2)ccc1F | -11% | 6% | 0.2% | 5% | 2% | -4% | ? | 2%
N#Cc1cccc(C#N)c1Oc1ccc(S(=O)(=O)Nc2ccc(Cl)cc2)cc1 | ? | . | 0.1% | 2% | -4% | ? | . | -3%
CSCCC(NS(=O)(=O)c1ccccc1F)C(=O)OCc1ccccc1Cl (configuration not stated) | -29% | 16µM* | -0.9% | -4% | 11% | -15% | -4% | -5%
CCOc1cc(/C=N/NC(=O)CSc2nncn2C)ccc1OC(=O)c1ccc(Cl)cc1 | -55% | ? | 1.0% | -4% | 2% | -26% | -24% | 5%
O=C(CSc1nc2ccccc2n1Cc1ccccc1Cl)N/N=C/c1ccccc1C(=O)O | 30% | . | -2.1% | 8% | 0% | -12% | . | 1%
COc1ccc(-c2nc(N)n(S(=O)(=O)c3ccc(C)cc3)n2)cc1 | -14% | ? | 0.1% | 6% | 0% | ? | 9% | 9%
CC(=O)NC1C(=O)N(Cc2ccccc2)c2ccc(Br)cc21 (configuration not stated) | -8% | . | -0.4% | -2% | -15% | 11% | . | 5%
Nc1nc(Cl)cc(Nc2ccccc2Cl)n1 | 5% | . | 0.0% | 3% | -11% | -12% | . | 1%
COC(=O)N/N=C/c1cc(C)n(-c2cccc3ccccc23)c1C | -2% | -2% | 0.0% | -5% | 7% | -13% | -6% | 3%
O=C(O)CCN1C(=O)/C(=C\c2ccc(-c3nc4ccccc4s3)o2)SC1=S | 13µM* | ? | 0.7% | -3% | -5% | -28% | -12% | -1%
S=c1[nH]nc(-c2cc(-c3ccsc3)n[nH]2)n1-c1cccc2ccccc12 | -53% | ? | 1.1% | 3% | -26% | -18% | 4% | -11%
COc1cc(/C=C(\NC(C)=O)C(=O)NC(C)(C)C)ccc1OC(C)=O | 12% | 9% | 0.0% | -2% | 3% | 5% | -11% | -4%
CCSc1nnc(NS(=O)(=O)c2ccc(C)cc2)s1 | -2% | -1% | 0.0% | 3% | 9% | -2% | 11% | 4%
O=C(COc1ccc(C(F)(F)F)cc1[N+](=O)[O-])Nc1cccc(C(F)(F)F)c1 | 9% | 3% | -1.0% | -5% | -3% | -17% | -9% | -6%

(next part)
compound | NPSR antagonist | ALDH1A1 block | Epigenetic derep | GAA spleen mod | GAA glycogen | Tau fluor counter | GAA inhib | GLA spleen mod
O=C(CSc1nc2ccccc2[nH]1)N/N=C/C=C/c1ccccc1[N+](=O)[O-] | 11% | 4.5µM* | 1.0% | -14% | 5% | -22% | 5% | -4%
CCn1ccc(-c2ccccc2)c(C#N)c1=O | 4% | ? | 1.9% | 7% | 20% | 2% | -4% | 6%
CC(C1CCN(Cc2nc(C3CC3)no2)CC1)N1CCOCC1 (configuration not stated) | 24% | 10% | 5.1% | 3% | -12% | 2% | -27% | -3%
CC(NC(=O)c1ccco1)c1cccc2ccccc12 (configuration not stated) | 7%[46.1 µM] | -8% | 1.2% | -10% | 5% | -5% | ? | -2%
CCOc1cc2[nH]c(=S)n(C3CC3)c(=O)c2cc1OCC | 1% | ? | -3.9% | 6% | 19% | 4% | -4% | 2%
Cc1c(NS(=O)(=O)c2cc(NC(=O)CCN3CCCC(C)C3)ccc2Cl)c(=O)n(-c2ccccc2)n1C (configuration not stated) | 10% | 14% | -1.4% | . | -8% | -4% | -17% | 6%
Cn1c2c(c(=O)n(C)c1=O)CN(Cc1ccc(F)cc1)CN2 | 4%[46.1 µM] | -4% | 0.0% | -3% | -10% | -6% | -22% | 4%
Fc1ccccc1/C=C1\CCCC2=C1Nc1nnnn1C2c1ccccc1F (configuration not stated) | -16%[46.1 µM] | -4% | -0.9% | 1% | 2% | 10% | -5% | 9%

From PubChem
